Screens (PubChem BioAssay)
RORgamma inh: qHTS for inhibitors of ROR gamma transcriptional activity | Nuclear receptor ROR-gamma (Mus musculus), P51450 | Drosophila S2 Gal4-RORgamma UAS-luciferase reporter, 20 h | Potency, µM (doses to about 53.6 µM), inactives show top-dose activity change, negative = inhibition, most hits filed as inhibitors | 310,000 compounds, 5.4% hits | AID 2551, 2010; note: % is set by controls: 0 for no effect and ±100 for the full control effect; nearly all actives have a fitted effect of over 60% in size
Target sequence (P51450 whole entry, looked up, the tested form may be a part): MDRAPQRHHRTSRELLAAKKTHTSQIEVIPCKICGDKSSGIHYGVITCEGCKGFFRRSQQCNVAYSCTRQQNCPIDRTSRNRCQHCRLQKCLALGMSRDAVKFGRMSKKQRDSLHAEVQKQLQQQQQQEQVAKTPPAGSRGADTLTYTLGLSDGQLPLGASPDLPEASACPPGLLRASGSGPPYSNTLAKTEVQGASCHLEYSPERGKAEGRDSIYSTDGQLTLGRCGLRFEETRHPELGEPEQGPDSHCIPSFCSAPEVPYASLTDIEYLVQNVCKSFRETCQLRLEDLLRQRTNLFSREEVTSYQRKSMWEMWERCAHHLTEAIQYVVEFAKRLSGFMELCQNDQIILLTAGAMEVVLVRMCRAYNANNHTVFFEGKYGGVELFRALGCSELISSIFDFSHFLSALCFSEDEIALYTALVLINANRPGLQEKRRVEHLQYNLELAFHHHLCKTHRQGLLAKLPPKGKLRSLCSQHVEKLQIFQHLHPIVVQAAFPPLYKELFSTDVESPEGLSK
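Luminescence from a UAS-regulated Photinus luciferase reporter in stably transfected Drosophila Schneider cells is measured; decreased signal marks ROR gamma inhibition. Fusion expression is induced by 700 uM copper sulfate for 20 hr.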
MBNL1-CUG inh: qHTS Assay for Inhibitors of MBNL1-poly(CUG) RNA binding | TR-FRET MBNL1-His/biotin-(CUG)12 binding, 665/545 ratio | Potency, µM (titrated, usually from 57.5 µM), for the others: at the top dose activity change, negative = inhibition, actives largely listed as inhibitors | 280,000 compounds, 0.036% hits | AID 2675, 2010; active = well fitted inhibition curve with a large enough effect in the signal ratio, with a control signal flat, not every such curve was filed as active; inconclusive = small, poorly fitted or top-dose-only effect, or effect the other way, or a change in a side signal; inactive = no such curve, though single readings can be large or run the other way; the % refers to the signal ratio; note: % is set by controls: 0 for no effect and ±100 for the full control effect
Target sequence (Q9NR56 whole entry, looked up): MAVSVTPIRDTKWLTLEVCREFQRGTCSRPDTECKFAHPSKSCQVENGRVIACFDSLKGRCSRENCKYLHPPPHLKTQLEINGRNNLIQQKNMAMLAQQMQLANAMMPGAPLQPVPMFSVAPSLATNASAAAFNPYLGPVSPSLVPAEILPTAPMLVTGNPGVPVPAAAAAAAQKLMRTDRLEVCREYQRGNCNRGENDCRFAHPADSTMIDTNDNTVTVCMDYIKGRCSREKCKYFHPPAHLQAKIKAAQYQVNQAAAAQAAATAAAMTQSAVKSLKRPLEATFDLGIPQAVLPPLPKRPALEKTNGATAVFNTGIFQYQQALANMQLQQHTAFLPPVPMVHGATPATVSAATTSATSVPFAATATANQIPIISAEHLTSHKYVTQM
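Compound titration spanned 92 nM–58 uM against the MBNL1-His/biotin-(CUG)12 complex. After 60 min at room temperature with 5 nM streptavidin-XL665 and 0.055 ng/ul terbium anti-His, ratiometric 665/545 nm emission (Ex 340 nm) normalized to controls.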
BRCA1 expr act: qHTS Assay to Identify Small Molecule Activators of BRCA1 Expression; MCF7-BRCA1-FFLuc reporter, luminescence, 48 h; response scale: scaled: vehicle 0%, 10 µM genistein 100%; Potency, µM (series often up to 46.1 µM), inactives show at the highest dose activation, most hits filed as activators; 380,000 compounds, 1.1% hits; note: nearly all actives have a fitted effect of over 80% in size; some results filed as inactive show a strong effect at the top dose
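MCF7 cells carrying a BRCA1-firefly luciferase reporter (2000 cells/well, phenol-red free MEM) were attached for 2 h at 37 °C, then given compounds for 48 h. Luminescence was read 15 min after luciferase reagent; activity normalized to genistein (10 microM) and DMSO.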
Gal4-VP16 FLuc: VP16 counterscreen qHTS for inhibitors of ROR gamma transcriptional activity; Potency, µM (series often up to 53.6 µM), for the others: top-dose activity, negative = inhibition, most hits filed as inhibitors; Drosophila S2 Gal4-VP16 UAS-luciferase, luminescence, 20 h; 310,000 compounds, 3.5% hits;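 note: Gal4-VP16 expression switched on by copper sulfate through the metallothionein promoter; % is set by controls: 0 for no effect and ±100 for the full control effect; nearly all actives have a fitted effect of over 50% in size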
Rab9 promoter act: qHTS Assay for Rab9 Promoter Activators; 320,000 compounds, 2.8% hits; Potency, µM (series often up to 9.22 µM), for the others: top-dose activation, negative = inhibition, usual class: activators; Huh7 Rab9 promoter-luciferase reporter, luminescence, 24 h; AID 485297, 2010; note: % of control where 0% means no effect; nearly all actives have a fitted effect of over 60% in size
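Cell-based reporter: Huh7 stable for Rab9 promoter-driven luciferase, plated in reduced-serum medium with 10% FBS at 1500 cells/well, compound-treated 24 h at 37 °C, luminescence read after 10 min reagent.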
uPA generation: qHTS for Inhibitors of Cell Surface uPA Generation | 330,000 compounds, 0.31% hits | AID 540303, 2011 | Potency, µM (doses to about 38.3 µM), without a hit: top-dose activity change, negative = inhibition, usual class: inhibitors | cell surface uPA generation assay, qHTS; active = well fitted inhibition curve with a large enough effect; inconclusive = small, poorly fitted or top-dose-only effect; inactive = no such curve, though single readings can be large or run the other way; tested in mouse RAW 264.7 cells; note: % is set by controls: 0 for no effect and ±100 for the full control effect; nearly all actives have a fitted effect of over 55% in size
FLuc modulator: qHTS profiling assay for firefly luciferase inhibitor/activator using purifed enzyme and Km concentrations of substrates (counterscreen for miR-21 project) | purified FLuc, Km substrates, luminescence inhibition | Potency, µM (highest dose often 57.5 µM), inactives show at the highest dose activity change, negative = inhibition, usual class: inhibitors | 360,000 compounds, 6.9% hits | AID 588342, 2011;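 note: plate controls were vehicle for no effect and reference inhibitor for full effect; nearly all actives have a fitted effect of over 55% in size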
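Purified P. pyralis luciferase (10nM final) with 10uM D-luciferin and 10uM ATP (Km levels) in 50mM Tris acetate pH 7.5, 10mM Mg acetate, 0.01% Tween-20, 0.05% BSA; qHTS 6-point titration, ~60 µM downward; luminescence read.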
CXXC DNA block: qHTS Fluorescence Polarization Assay for Inhibitors of MLL CXXC domain - DNA interaction; Histone-lysine N-methyltransferase 2A (Homo sapiens), Q03164; MLL-CXXC / FITC-HOXA9 DNA fluorescence polarization; Potency, µM (doses to about 115 µM), without a hit: top-dose activity change, negative = inhibition, usual class: inhibitors; 290,000 compounds, 0.037% hits; AID 2662, 2010; active = well fitted inhibition curve with a large enough effect in the polarisation, with a control signal flat, not every such curve was filed as active; inconclusive = small, poorly fitted or top-dose-only effect, or effect the other way, or a change in a side signal; inactive = no such curve, though single readings can be large or run the other way; the % refers to the polarisation
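Steps: dispense CXXC domain solution (7 uM) → pin compounds or unlabeled HOX-A9 DNA control → 5 min ambient → add FLSN-HOX-A9 solution (50 nM) → spin → 30 min ambient → fluorescence polarization. Tris pH 7.5/NaCl/DTT/BSA buffer.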
NPC1 prom act: qHTS Assay for NPC1 Promoter Activators; Huh7 NPC1 promoter luciferase reporter, 24 h; Potency, µM (titrated, usually from 9.22 µM), inactives show top-dose activation, usual class: activators; 320,000 compounds, 2.4% hits;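 note: % of control where 0% means no effect; nearly all actives have a fitted effect of over 60% in size; reporter is driven by a mutant NPC1 promoter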
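Luminescence read-out of NPC1 promoter-driven luciferase in stably transfected Huh7 cells; compounds delivered in DMSO and left 24 h at 37C, 5% CO2, qHTS titration format.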
p53 reactivation: qHTS assay for re-activators of p53 using a Luc reporter; H1299 p53-A138V BP100-luciferase reporter, luminescence, 24 h; Potency, µM (doses to about 92.2 µM), for inactives: at the top dose activity change, positive = activation, actives largely listed as activators; 320,000 compounds, 0.063% hits; note: % of control where 0% means no effect; nearly all actives have a fitted effect of over 45% in size
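p53-null H1299 cells stably carrying temperature-sensitive p53-A138V and a BP100-luciferase reporter were pinned with compounds (4-point, 1:5 series) and held 24 hrs at 37 deg C. Luminescence was read 10 min after detection reagent.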
ELG1 genotoxic: qHTS screen for small molecules that induce genotoxicity in human embryonic kidney (HEK293T) cells expressing luciferase-tagged ELG1; HEK293T ELG1-luciferase reporter, luminescence, 16 h; Potency, µM (series often up to 46 µM), for inactives: at the highest dose activity change, positive = activation, actives largely listed as activators; 330,000 compounds, 1.3% hits; AID 504466, 2011; note: % of control where 0% means no effect; nearly all actives have a fitted effect of over 60% in size
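Step 1: seed 2,000 HEK293T ELG1-luciferase cells per well. Step 2: add compound or DMSO, incubate 16 hr at 37 °C. Step 3: ONE-Glo, 30 min at room temperature, read luminescence.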
* marks the source's active call; other numbers are inactive results; ? = inconclusive; nt = no result given; [ ] = dose if it differs, or a comment. Unless noted, calls come from the whole dose curve; as a rule, active = well fitted curve in the direction sought with a large enough effect; inconclusive = small, poorly fitted or top-dose-only effect, or another doubt; inactive = no such curve, though single readings can be large; an effect the other way counts as inactive or inconclusive. Potency is the fitted concentration of half-maximal effect. An excerpt, so the mix of outcomes need not match the whole.

Field names: A = RORgamma inh; B = MBNL1-CUG inh; C = BRCA1 expr act; D = Gal4-VP16 FLuc; E = Rab9 promoter act; F = uPA generation; G = FLuc modulator; H = CXXC DNA block; I = NPC1 prom act; J = p53 reactivation; K = ELG1 genotoxic
(1) CCCSc1nc(N)c(C#N)c(-c2ccc(C)cc2)c1C#N
  A: -14% | B: ? | C: -3% | D: -17% | E: -7% | F: 8% | G: 2% | H: 8% | I: 0% | J: 11% | K: 2%
(2) COc1ccc(N(CC(=O)Nc2cccnc2)S(=O)(=O)c2ccccc2)cc1Cl
  A: 15% | B: 0% | C: -22% | D: 19% | E: 3% | F: -1% | G: 0% | H: 8% | I: ? | J: -6% | K: 5%
(3) CCc1ccc(C(=O)c2ccccc2C(=O)O)s1
  A: 1% | B: 27% | C: 26% | D: -2% | E: 5% | F: -2% | G: -1% | H: -8% | I: 1% | J: 18% | K: 0%
(4) COc1ccc(OC)c(N=Cc2c(O)c3ccccc3oc2=O)c1
  A: nt | B: 5% | C: 0% | D: nt | E: -2% | F: 13% | G: -10% | H: 7% | I: -4% | J: nt | K: 1%
(5) Cc1nc2c(c(=O)n1CCC(C)C)c1nc3ccccc3nc1n2CC1CCCO1 (stereo not drawn)
  A: -15% | B: -2% | C: -25% | D: -7% | E: -5% | F: -11% | G: 6% | H: 39%[activator] | I: 0% | J: 0% | K: -3%
(6) CN(C)S(=O)(=O)c1cccc(NS(=O)(=O)c2ccc(Cl)s2)c1
  A: 4% | B: -6% | C: 18% | D: -10% | E: 2% | F: -1% | G: 7% | H: 2% | I: 2% | J: -12% | K: 1%
(7) CN(CCOc1ccc(Cl)cc1)C(=O)C1CCN(C(=O)c2ccc(F)cc2)CC1
  A: 1% | B: -5% | C: -29% | D: 8% | E: -4% | F: -5% | G: 4% | H: 1% | I: 0% | J: 7% | K: -7%
(8) Fc1ccccc1CNc1ncnc2sccc12
  A: ? | B: 1% | C: -29% | D: ? | E: -28% | F: -8% | G: 1% | H: -6% | I: -16% | J: -6% | K: -19%
(9) Cc1nonc1OCCNCCNc1ccccc1[N+](=O)[O-]
  A: -7% | B: ? | C: 3% | D: 6% | E: 2% | F: -19% | G: 2% | H: 11% | I: -4% | J: 0% | K: -4%
(10) CC(=O)Nc1ccc(NC(=O)CCC(=O)OCC(=O)c2cccc([N+](=O)[O-])c2)cc1
  A: 7% | B: ? | C: -20% | D: -7%[10 µM] | E: -6% | F: 4% | G: -2% | H: 18% | I: 0% | J: 6% | K: 0%
(11) COc1cc(C(=S)NC2CCCCC2)ccc1O
  A: -16% | B: 25% | C: 6% | D: 0% | E: 5% | F: 0% | G: ? | H: 4% | I: 5% | J: 27% | K: 1%
(12) COc1ccccc1N1CCN(Cc2nc3ccccc3[nH]2)CC1
  A: -13% | B: -4% | C: -2% | D: 8% | E: -1% | F: 2% | G: 0% | H: 4% | I: 5% | J: -2% | K: -9%
(13) COc1ccc(CCNC(=O)C2CCC(CNS(=O)(=O)c3ccccc3)CC2)cc1OC (stereo not drawn)
  A: -25% | B: 3% | C: nt | D: -3% | E: -2% | F: nt | G: 1% | H: -1% | I: -3% | J: 3% | K: 0%
(14) O=C(NCC1CCCO1)C1CCN(C2CCN(C(=O)CC3CCCC3)CC2)CC1 (stereo not drawn)
  A: -3% | B: 6% | C: -5% | D: -11% | E: -2% | F: 2% | G: -5% | H: -15% | I: 6% | J: -1% | K: -1%
(15) Cc1ccc(S(=O)(=O)N(C)C)cc1NC(=O)C1CCCCN1S(=O)(=O)c1ccccc1 (stereo not drawn)
  A: nt | B: nt | C: 1% | D: nt | E: -11% | F: -19% | G: -2% | H: nt | I: 2% | J: -2% | K: -1%
(16) Cc1cccc2cc3c(N)c(C#N)sc3nc12
  A: -31% | B: ? | C: -21% | D: -2% | E: -3% | F: 2% | G: ? | H: 2% | I: -1% | J: -23% | K: 1%
(17) COc1ccc(-c2cc(C(F)(F)F)nc(N3CCCCC3)n2)cc1OC
  A: 11% | B: 8% | C: -43% | D: 0% | E: 1% | F: 5% | G: 3% | H: -5% | I: -4% | J: 4% | K: 0%
(18) COc1ccc(N/C(N)=N/c2nc(C)c(Cc3ccccc3)c(=O)[nH]2)cc1
  A: 9% | B: 2% | C: -15% | D: 11% | E: -5% | F: 2% | G: -3% | H: -4% | I: -6% | J: 11% | K: 1%
(19) CC1CCN(C(=O)c2ccc3c(c2)NC(=O)CN3)CC1
  A: -12% | B: ? | C: -19% | D: 11% | E: -1% | F: 5% | G: 0% | H: 10% | I: -2% | J: -4% | K: 3%

Profiles, looked up by structure. Order of screens: RORgamma inh | MBNL1-CUG inh | BRCA1 expr act | Gal4-VP16 FLuc | Rab9 promoter act | uPA generation | FLuc modulator | CXXC DNA block | NPC1 prom act | p53 reactivation | ELG1 genotoxic
Cc1ccc(S(=O)(=O)N(C)C)cc1NC(=O)C1CCCCN1S(=O)(=O)c1ccccc1 (stereo not drawn) reads nt | nt | 1% | nt | -11% | -19% | -2% | nt | 2% | -2% | -1%
CC1CCN(C(=O)c2ccc3c(c2)NC(=O)CN3)CC1 reads -12% | ? | -19% | 11% | -1% | 5% | 0% | 10% | -2% | -4% | 3%
CCCSc1nc(N)c(C#N)c(-c2ccc(C)cc2)c1C#N reads -14% | ? | -3% | -17% | -7% | 8% | 2% | 8% | 0% | 11% | 2%

Seven compounds already listed, sorted by the value under NPC1 prom act, lowest first:
| # | Structure | RORgamma inh | Rab9 promoter act | uPA generation | CXXC DNA block | NPC1 prom act | p53 reactivation |
| --- | --- | --- | --- | --- | --- | --- | --- |
| 18 | COc1ccc(N/C(N)=N/c2nc(C)c(Cc3ccccc3)c(=O)[nH]2)cc1 | 9% | -5% | 2% | -4% | -6% | 11% |
| 4 | COc1ccc(OC)c(N=Cc2c(O)c3ccccc3oc2=O)c1 | nt | -2% | 13% | 7% | -4% | nt |
| 13 | COc1ccc(CCNC(=O)C2CCC(CNS(=O)(=O)c3ccccc3)CC2)cc1OC (stereo not drawn) | -25% | -2% | nt | -1% | -3% | 3% |
| 16 | Cc1cccc2cc3c(N)c(C#N)sc3nc12 | -31% | -3% | 2% | 2% | -1% | -23% |
| 5 | Cc1nc2c(c(=O)n1CCC(C)C)c1nc3ccccc3nc1n2CC1CCCO1 (stereo not drawn) | -15% | -5% | -11% | 39%[activator] | 0% | 0% |
| 3 | CCc1ccc(C(=O)c2ccccc2C(=O)O)s1 | 1% | 5% | -2% | -8% | 1% | 18% |
| 11 | COc1cc(C(=S)NC2CCCCC2)ccc1O | -16% | 5% | 0% | 4% | 5% | 27% |
